Screens as filed in PubChem.
OX1R antag-1 – OX1R (HCRTR1) antagonists, primary screen, fluorescence, CHO/OX1R cells, Fluo-8 calcium, orexin A | Fluo-8 calcium fluorescence | inhibition, % at 5 µM | 330,000 compounds, 0.43% hits | AID 434989, 2010;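 active = inhibition above its plate's threshold, mean inhibition of all tested compounds on the plate plus 3 SD, cut at about 37% in these data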;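 note: 0% = orexin A challenge wells and 100% = SB-334867-A antagonist wells; not every result past the cut was called active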
Target sequence (O43613 whole entry, looked up): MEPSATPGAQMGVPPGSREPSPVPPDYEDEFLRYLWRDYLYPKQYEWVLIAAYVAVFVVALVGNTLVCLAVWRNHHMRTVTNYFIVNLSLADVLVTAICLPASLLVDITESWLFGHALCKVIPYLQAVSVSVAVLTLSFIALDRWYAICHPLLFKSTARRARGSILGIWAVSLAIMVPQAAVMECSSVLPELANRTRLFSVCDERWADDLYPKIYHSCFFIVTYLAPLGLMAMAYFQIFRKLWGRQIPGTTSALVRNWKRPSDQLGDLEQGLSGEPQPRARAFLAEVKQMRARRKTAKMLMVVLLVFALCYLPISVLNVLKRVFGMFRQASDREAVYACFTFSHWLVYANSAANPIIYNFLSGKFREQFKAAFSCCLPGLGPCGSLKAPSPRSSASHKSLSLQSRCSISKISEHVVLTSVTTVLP
OX1R antag-2 – antagonists of human orexin 1 receptor (OX1R); Orexin/Hypocretin receptor type 1 (Homo sapiens), O43613; OX1R-expressing cells, FRET antagonist read-out; inhibition, % at 6.6 µM; 330,000 compounds, 1.8% hits; AID 485270, 2010; in the data active = inhibition mostly above about 38%, no sharp cut-off; inactive = mostly below about 40%;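 note: 0% = agonist challenge alone and 100% = reference antagonist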
Active calls of the source: *. Hits appear at their usual frequency, and some 2.1% of all compounds hit somewhere here.

| Compound | OX1R antag-1 | OX1R antag-2 |
| --- | --- | --- |
| CCNS(=O)(=O)c1ccc(NC(=S)NCC2CCCO2)cc1 (centres undefined) | -20 | 12 |
| NC(=O)C1=C[C@H](c2ccccc2)C[C@H](OCc2ccc(CO)cc2)O1 | -7 | 8 |
| CSc1cccc(N2CC(C(=O)N(Cc3nnc(-c4ccccc4Cl)o3)C3CC3)CC2=O)c1 (centres undefined) | 5 | 58* |
| COc1ccc(C(=O)NCCS(=O)(=O)NCc2ccc(F)cc2)cc1 | -9 | 5 |
| Cc1ccc(Br)c(NS(=O)(=O)c2cccc(C(=O)N3CCNC(=O)C3)c2)c1 | -2 | 3 |
| O=c1[nH]cnc2ncc(-c3ccc(O)cc3)nc12 | 1 | 60* |
| COc1ccc(NS(=O)(=O)c2cc(NC(=O)c3ccc(C)s3)ccc2N2CCOCC2)cc1 | -22 | 5 |
| CCc1nc(N[C@H](C(=O)O)C(C)CC)c2oc3ccccc3c2n1 (some centres undefined) | -5 | 17 |
| O=C(Nc1ccccc1C(=O)N1CCCCC1)c1cc(F)c(F)cc1Cl | -11 | 14 |
| Cc1ccc(-c2noc(-c3cc(C(C)(C)C)nn3Cc3ccccc3)n2)cc1 | -3 | 2 |
| CCN(CC)S(=O)(=O)c1ccc(NS(=O)(=O)c2cccs2)cc1 | 11 | 12 |
| Cc1ccsc1C(=O)NNC(=O)COc1ccccc1Cl | -8 | 26 |

Another view of some results above.
OX1R antag-1,OX1R antag-2,Compound
-9,5,COc1ccc(C(=O)NCCS(=O)(=O)NCc2ccc(F)cc2)cc1
-7,8,NC(=O)C1=C[C@H](c2ccccc2)C[C@H](OCc2ccc(CO)cc2)O1

Next part:
| Compound | OX1R antag-1 | OX1R antag-2 |
| --- | --- | --- |
| COc1ccc(S(=O)(=O)NCCC(=O)OCC(=O)c2ccc[nH]2)cc1[N+](=O)[O-] | -16 | 5 |
| C=CCNC(=O)CC1C(=O)NCCN1Cc1c(F)cccc1Cl (centres undefined) | 3 | 9 |
| O=c1cc(CO)oc(CN2CCC(Cc3ccccc3)CC2)c1O | -9 | 7 |
| CCc1nnc(NC(=O)c2ccc(Cl)nc2)s1 | -27 | 5 |
| COc1ccc(CNC(=O)CN2C(=O)COc3ccc(S(=O)(=O)N4CCCC4)cc32)cc1 | -31 | 14 |
| COc1cccc(NC(=S)N(CCCN2CCOCC2)Cc2cn(C)c3ccccc23)c1 | -32 | 16 |
| CCCCC/C=N/NC(=O)c1[nH]c2ccc([N+](=O)[O-])cc2c1C | -10 | 8 |
| COc1ccc2[nH]cc(CCNC(=O)C3CCCO3)c2c1 (centres undefined) | -24 | 14 |
| O=C(COC(=O)CNS(=O)(=O)c1cccc(Br)c1)NC(=O)Nc1ccc2c(c1)OCCO2 | 0 | 16 |
| CCCn1c(SCc2ccon2)nc2ccccc2c1=O | -44 | 15 |
| Cc1cc(NC(=O)c2noc3c2CCCC3)no1 | -13 | 19 |
| COc1ccc(NC(=O)C2CCN(C(=O)c3ccco3)CC2)c(OC)c1 | -11 | 6 |
| CCOc1nc(NCc2ccco2)nc(Nc2ccc(OC)cc2)n1 | -17 | 34 |
| Cc1ccc2c(c1)C(c1ccccc1)N(C(=O)CC(C)C)CC(=O)N2 (centres undefined) | -34 | -2 |
| COc1ccc(N(CC(=O)NC(C)c2ccccc2)S(=O)(=O)c2c(C)noc2C)cc1 (centres undefined) | 44 | 67* |
| NC(N)=NS(=O)(=O)c1ccc(NC(=S)NC(=O)/C=C/c2cccs2)cc1 | -1 | 6 |
| COc1ccc(NC(=O)N2CCC(NC(=O)c3ccco3)CC2)cc1 | -17 | 9 |
| O=C(Cc1ccc(F)cc1)N(c1ccc(F)cc1)C1C=CS(=O)(=O)C1 (centres undefined) | -24 | -2 |
| O=C(c1cccc(N2CCNC2=O)c1)N1CCCC(Nc2cccc(F)c2)C1 (centres undefined) | 33 | 98* |
| Cc1cc(-c2ccccc2)nn1-c1nc2c(c(=O)[nH]c(=O)n2C)n1C | -13 | 10 |
| Clc1ccccc1Nc1nc(-c2cccnc2)cs1 | -24 | 84* |
| Cc1ccc(NS(=O)(=O)c2cc(C(N)=O)ccc2C)cc1 | -9 | 10 |
| CC(NC(=O)c1ccc2c(c1)C(=O)N(Cc1cccnc1)C2=O)c1ccccc1 (centres undefined) | -3 | 38 |
| CC(Sc1n[nH]c(-c2ccccc2)n1)C(=O)c1c(N)n(C)c(=O)n(C)c1=O (centres undefined) | -13 | 22 |
| Cc1cccc(NC2=NC(=S)N(c3ccc(C(=O)O)cc3)C23CCCCC3)c1 | -3 | 13 |
| CCN(CC(=O)Nc1ccccc1C(F)(F)F)C(=O)CCc1ccccc1 | -19 | 29 |
| O=C(OCc1ccc(F)cc1)c1ccc2ccccc2n1 | -32 | 22 |
| O=C(NCCc1ccncc1)c1ccccc1F | -13 | 8 |
| Cc1nc2ccc(NC(=O)[C@@H](NC(=O)c3c(F)cccc3F)C(C)C)cc2s1 | -32 | 7 |
| N#Cc1nc(Cc2cccc3ccccc23)oc1N1CCN(c2ccccc2)CC1 | -9 | 10 |
| CC(C)c1ccc(S(=O)(=O)NCc2ccc3c(c2)OCO3)cc1 | -8 | 14 |
| O=C(c1cnccn1)N1CCc2ccccc2C1 | -16 | 7 |
| Cc1ccc2c(C)cc[n+](CCCS(=O)(=O)[O-])c2c1 | -8 | 10 |
| CCc1ccc([C@@H]2CC=C(C(=O)O)[C@H](c3ccccc3)N2S(=O)(=O)c2ccc(C)cc2)cc1 | 2 | 31 |
| FC(F)(F)c1nc(-c2cccnc2)ncc1-c1nnnn1-c1ccccc1 | -32 | 32 |
| OC(COc1ccc(Cl)cc1)CN1CCCCC1 (centres undefined) | -21 | 11 |
| CC(C)[C@@H](C(=O)NC1CCCC1)N1C(=O)N2CCc3c([nH]c4ccccc34)[C@@]2(C)C1=O | -29 | 32 |
| C/C(CC(=O)Nc1ccc(N(C)C)cc1)=N\NC(=O)c1ccc(Cl)cc1 | -27 | 0 |
| CCC(C(=O)NCc1cccs1)n1nc(C)n2c(cc3occc32)c1=O (centres undefined) | -28 | 9 |
| Cc1ccc(NS(=O)(=O)c2cc(NC(=O)C(C)Oc3ccccc3)ccc2C)c(C)c1 (centres undefined) | -4 | 31 |
| Cc1nc([N+](=O)[O-])c(NCCO)n1Cc1ccccc1 | -21 | 20 |
| C=CCN(c1ccccc1)S(=O)(=O)c1cccc(C(=O)Nc2ncccc2O)c1 | -10 | 20 |
| Cc1ncc([N+](=O)[O-])n1CC(=O)Nc1ccc(Br)cc1 | -29 | -7 |
| CCCCOc1ccc(N(CC(=O)NCC2CCCO2)C(=O)CCC(=O)Nc2cc(C)ccn2)cc1 (centres undefined) | -21 | 13 |
| COc1ccc(C(=O)N(C)Cc2ccccn2)cc1OC1CCN(C(C)C)CC1 | -5 | 18 |
| Cc1c(CN2CCC(C(=O)Nc3cccc(-c4cccc(Cl)c4)c3)CC2)cnn1C | -22 | -2 |
| CCOC(=O)c1ccc(NC(=O)CSc2nnc(CNC(=O)c3ccccc3F)o2)cc1 | -28 | 6 |
| COC(=O)Cn1ccc(N(C)C)c(C#N)c1=O | -2 | 6 |
| Cc1nc(C)c(-c2ccn(S(=O)(=O)c3ccc(Cl)cc3)n2)o1 | -23 | 3 |
| CCn1ncc(/C=N\NC(=O)c2ccc3c(c2)c(C)c(C)n3Cc2ccccc2)c1C | -37 | 26 |
| O=C(NNS(=O)(=O)c1ccccc1)c1cccc([N+](=O)[O-])c1 | -7 | 5 |
| Cc1ccc([N+](=O)[O-])cc1-c1ccc(/C=N\n2nnnc2N)o1 | -8 | 32 |
| C=CCNS(=O)(=O)c1cccc2cc(C(=O)O)c(O)cc12 | 7 | 3 |
| COc1ccc(C)cc1-n1c(SCC(=O)Nc2cccc(C(=O)O)c2)nc2ccccc2c1=O | -13 | 10 |
| COc1cc(/C=N/NC(N)=O)cc(Br)c1OCc1ccccc1C | -18 | 21 |
| CC(O)CCC(=O)NNC(=S)Nc1ccccc1 (centres undefined) | -10 | 2 |
| CCC(C)(C)C1CCC2(CC1)NC(=O)N(CC(=O)N(C)Cc1ccc(OC(F)F)cc1)C2=O (centres undefined) | -27 | 17 |
| COC(=O)Cc1csc(Nc2ccc(Cl)cc2)n1 | -15 | 11 |
| Cc1ccc(S(=O)(=O)N2CCCC(C(=O)Nc3ccc(C(=O)O)cc3)C2)cc1Cl (centres undefined) | -12 | 13 |
| CCOc1cc(C(=O)Nc2ccncc2)cc(OCC)c1OCC | -29 | 13 |

Record cards, as listed above. Order of screens: OX1R antag-1, OX1R antag-2
CCn1ncc(/C=N\NC(=O)c2ccc3c(c2)c(C)c(C)n3Cc2ccccc2)c1C as listed: -37, 26
CCOc1cc(C(=O)Nc2ccncc2)cc(OCC)c1OCC as listed: -29, 13

Continued:
| Compound | OX1R antag-1 | OX1R antag-2 |
| --- | --- | --- |
| Cc1c(N=CN2CCOCC2)c(=O)n(C)c(=O)n1C | -19 | 16 |
| Cc1noc(C)c1C(=O)N1CCN(C(=O)c2sc3cc(Cl)ccc3c2Cl)CC1 | -13 | 22 |
| O=C1CCC(=O)N1c1ccc(NCCc2cccc(F)c2)c([N+](=O)[O-])c1 | -7 | 9 |
| COc1cccc(CNC(=O)CN(c2cc(C)cc(C)c2)S(=O)(=O)c2c(C)noc2C)c1 | -18 | 46* |
| CC1CC(C)CN(c2ccc(NS(=O)(=O)c3ccccc3)cc2C(=O)O)C1 (centres undefined) | -9 | 3 |
| O=C(CCn1cnnn1)Nc1ccccc1F | 9 | 28 |
| COc1ccccc1S(=O)(=O)Cc1ccc(C(=O)N2CCCC2)o1 | -14 | 13 |
| Cc1cccc2[nH]c3c(=O)n(CCN4CCNCC4)cnc3c12 | -8 | 13 |
| CN(C)c1nn(C(=O)Nc2cccc(C(F)(F)F)c2)cc1-c1ccccc1 | 13 | 9 |
| Cc1cc(C)c2c(=O)c(C#N)coc2c1 | -9 | 3 |
| Cc1nc(-c2ccccc2)sc1-c1ccn[nH]1 | -4 | 14 |
| O=C([C@@H]1CC=C[C@@H]2CCN(C3CC3)C(=O)[C@@H]21)N1CCN(c2ccccc2)CC1 | -3 | 17 |
| COc1ccc(OCC(=O)NC2CCSc3ccccc32)cc1 (centres undefined) | -11 | 3 |
| CN(C(=O)CSC(=O)c1ccccc1)c1ccccc1 | -27 | 4 |
| Cc1ccc(C)c(NC(=O)CSc2nc(C)cc(C)c2C#N)c1 | -19 | 15 |
| CCc1ccc(C(=O)N/N=C(\C)c2ccncc2)s1 | -20 | 19 |
| CCC(=O)c1ccc(N2CCC(C)CC2)c(F)c1 | -9 | 11 |
| CCOC(=O)C1=C(c2ccccc2)Nc2ncnn2C1c1ccc(O)cc1 (centres undefined) | -4 | 1 |
| CCCCS(=O)(=O)N1C2=NC(C(=O)OC)=C(C(=O)OC)[C@@H]3N(C)c4ccc(OC)cc4[C@]23C[C@H]1C(=O)OC | -28 | 21 |
| Cc1ccc(S(=O)(=O)Nc2ccc(Nc3ccccc3)cc2)cc1 | -5 | 29 |
| O=C(NCC1CCCO1)c1ccc(CNS(=O)(=O)c2cccc(Cl)c2)cc1 (centres undefined) | -13 | 14 |
| CC(/C=N\NC(=O)c1ccc(C)nc1)=C\c1ccccc1 | 0 | 14 |
| CC#CC(=O)N1CCC(Oc2cccc(C(=O)NCc3ccccn3)c2)CC1 | -3 | 24 |
| Cc1ccc(OCCC(=O)OCC(=O)NCCc2ccc(Cl)cc2)cc1 | -5 | 2 |
| COc1ccc(C(=O)Cn2nnc(-c3ccccc3NC(=O)C3CCCCC3)n2)cc1 | -33 | 7 |
| Cc1ccc(N2C(=O)CC(N3CCN/C3=C3\CC/C(=C\c4ccccc4)C3=O)C2=O)cc1 (centres undefined) | -8 | 20 |
| Cc1nn(Cc2ccccc2)c2c1C(c1cccnc1)C(C#N)=C(N)O2 (centres undefined) | 10 | 24 |
| CC(=O)/C(C#N)=C1\NC(=O)C(Cc2ccc(C)c(C)c2)S1 (centres undefined) | -16 | 64 |
| CCOC(=O)c1ccoc1CN1CCN(S(=O)(=O)c2ccc(C)c(C)c2)CC1 | -20 | 18 |
| CNC(=O)CSc1nc2c(c(=O)n(C)c(=O)n2C)n1Cc1ccc(C)cc1 | -20 | -1 |
| N=c1sccn1CC(=O)Nc1cccc2ccccc12 | -6 | 22 |
| COC(=O)c1ccc(COc2ccc(/C=C(\C#N)c3nc4ccccc4[nH]3)cc2OC)o1 | -1 | 24 |
| O=C1COc2ccc(C(=O)COC(=O)c3ccccc3[N+](=O)[O-])cc2N1 | -6 | 16 |
| N=c1occ(C(=O)c2cc(F)ccc2O)cc1C(=O)NC1CCCCC1 | -33 | 17 |
| Cc1cc(OCC(=O)NCc2ccncc2)ccc1Cl | -7 | 0 |
| O=C(Nc1nnc(-c2ccc(F)cc2)o1)c1ccco1 | -12 | 14 |

Reprinted from the part before: 5 entries; new compounds follow.
| Compound | OX1R antag-1 | OX1R antag-2 |
| --- | --- | --- |
| COC(=O)c1ccc(COc2ccc(/C=C(\C#N)c3nc4ccccc4[nH]3)cc2OC)o1 | -1 | 24 |
| O=C1COc2ccc(C(=O)COC(=O)c3ccccc3[N+](=O)[O-])cc2N1 | -6 | 16 |
| N=c1occ(C(=O)c2cc(F)ccc2O)cc1C(=O)NC1CCCCC1 | -33 | 17 |
| Cc1cc(OCC(=O)NCc2ccncc2)ccc1Cl | -7 | 0 |
| O=C(Nc1nnc(-c2ccc(F)cc2)o1)c1ccco1 | -12 | 14 |
| CCOC(=O)c1c(NC(=O)COC(=O)CCOc2ccccc2C)sc(C(=O)NC)c1C | -24 | 12 |
| O=C(CN1CCOCC1)Nc1ccc2c(c1)OC(F)(F)O2 | 3 | 7 |
| CCOC(=O)c1ccc(NC(=O)CSc2nnc(CNC(=O)c3c(F)cccc3Cl)o2)cc1 | -3 | 24 |
| CC(C)(C)C(=O)Nc1ccc(Sc2ccc([N+](=O)[O-])cc2)cc1 | 24 | 26 |
| Cc1cccc(NS(=O)(=O)c2cccc(C(=O)NCC(c3ccco3)N(C)C)c2)c1 (centres undefined) | -18 | 13 |
| c1ccc(-c2ccc(CN3CCSCC3)cc2)cc1 | -30 | 22 |
